DT40 TDP1 CPT: growth inhibition of DT40 Tdp1-/-;hTDP1 cells with camptothecin (screen for TDP1 inhibitors) | chicken DT40 Tdp1-/-;hTDP1 cells + 20 nM CPT, ATP luminescence, 48 h | Potency, µM (top dose mostly 46.2 µM), for the others: at the top dose activity change, negative = growth inhibition, hits mostly inhibitors | 12% of 420,000 active; also: nearly all actives have a fitted effect of over 55% in size
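Chicken DT40 Tdp1-/- cells complemented with human TDP1, 400 cells/well, exposed to compounds plus 20 nM camptothecin for at least 48 h at 37 C; viability read as ATP content by CellTiter-Glo luminescence.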
N370S GC mod: inhibitors or activators of N370S glucocerebrosidase for Gaucher disease | P04062 | N370S GC spleen homogenate, 4MU-glucoside fluorescence | Potency, µM (highest dose often 59.4 µM), inactives show at the highest dose activity change, negative = inhibition, actives largely listed as inhibitors | 0.092% of 330,000 active | AID 2101;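 also: 0% = full enzyme activity and -100% = no enzyme basal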
FEN1 inh: human FEN1 inhibition; 0.35% of 390,000 active; AID 588795; Potency, µM (series often up to 114 µM), for inactives: at the highest dose activity change, negative = inhibition, actives largely listed as inhibitors; Recombinant FEN1 flap cleavage, fluorescence, 15 min; also: nearly all actives have a fitted effect of over 65% in size
Target sequence (P39748 whole entry, looked up): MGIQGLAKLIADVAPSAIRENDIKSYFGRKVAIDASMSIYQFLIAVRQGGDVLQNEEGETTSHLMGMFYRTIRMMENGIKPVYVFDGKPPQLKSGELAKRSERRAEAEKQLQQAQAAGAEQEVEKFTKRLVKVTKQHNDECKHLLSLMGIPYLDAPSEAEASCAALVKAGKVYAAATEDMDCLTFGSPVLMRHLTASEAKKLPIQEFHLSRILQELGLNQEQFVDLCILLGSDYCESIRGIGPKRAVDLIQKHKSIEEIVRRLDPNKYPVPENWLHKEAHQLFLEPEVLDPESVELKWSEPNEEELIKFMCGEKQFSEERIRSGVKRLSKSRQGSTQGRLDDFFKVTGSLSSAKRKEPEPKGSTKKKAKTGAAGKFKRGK
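Compounds are tested as a concentration series against 10 nM FEN1; after a 15 min room-temperature preincubation, 50 nM substrate starts cleavage, with plate reads at 0 and 15 min. Normalized responses are fitted by a Hill equation.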
Active calls of the source: *; ? = inconclusive; nt = not tested or not shown; & = joins results of further samples; [ ] = dose if it differs, or a comment. Calls follow the shape of the dose curve; as a rule, active = well fitted curve in the direction sought with a large enough effect; inconclusive = small, poorly fitted or top-dose-only effect, or another doubt; inactive = no such curve, though single readings can be large; an effect the other way counts as inactive or inconclusive. Unless noted, % is scaled to controls: 0 for no effect and ±100 for the full control effect; potency is read from the fitted curve at half-maximal effect.

SMILES	DT40 TDP1 CPT	N370S GC mod	FEN1 inh
CCOC(=O)C1=C(N)OC2=C(C(=O)CC(C)C2)C1c1cccnc1 (stereo unspecified)	16%	1%	-2%
Nc1c(Cl)cc(C2=NCCn3nc4ccccc4c32)cc1Cl	23µM*	?	-22%
O=C(NNC(=O)c1ccccc1O)c1ccc(S(=O)(=O)Nc2ccccc2)cc1	?	-7%	4%
O=C(Nc1c(C(=O)O)[nH]c2ccccc12)NC1CCCCC1	-25%	-5%[2.35 µM]	-8%
Nc1cc(CN2C(=O)c3ccccc3C2=O)cc(Cl)c1O	-23%	-8%	-3%
O=C(Cn1ncc(Cl)c(Cl)c1=O)NCC1CCCCC1	2.6µM*	1%	-7%
CC(=O)c1cccc(N=C2NC(=O)CS2)c1	9%	nt	1%
COc1ccc(S(=O)(=O)N(CC(=O)NCCSCc2ccccc2)c2ccc(C)cc2)cc1	?	nt	-12%
O=C(c1ccc2c(c1)N(Cc1ccccc1F)C(=O)c1ccccc1S2(=O)=O)N1CCN(c2ccccn2)CC1	26µM*	nt	-10%
COC(=O)C(NC(=O)CCc1nnc2ccc(N3CCCCC3)nn12)C(C)C (stereo unspecified)	-16%	0%	-1%
CCNC(=S)NNC(=O)c1csc(C(C)C)c1	-1%	9%	-2%
CC(C)c1ccc(S(=O)(=O)N2CCN(C(=O)C3CC3C)CC2)cc1 (stereo unspecified)	-20%	-2%	0%
OCCNCc1cccc(Br)c1	2%	6%	0%
c1ccc(-c2ccccc2OCCOCCN2CCOCC2)cc1	-17%	2%	-17%
COc1ccc(NC(=O)c2ccc3c(c2)C(=O)N(CC2CCCO2)C3=O)cc1O (stereo unspecified)	-3%	-4%	-6%
COCCCN(C(=O)Cn1ncc2c(=O)oc3ccc(C)cc3c21)C(C)c1ccncc1 (stereo unspecified)	-4%	8%	8%
Cc1n[nH]c(C)c1CCNC(=O)C1CCC(=O)N(CCc2cccc(F)c2)C1 (stereo unspecified)	?	-17%	-1%
CC(=O)OC1CC2C(C)(C)C=CC(=O)[C@@]2(C)C2CC[C@@]3(C)C(c4ccoc4)OC(=O)C4OC43[C@]12C (stereo partly specified)	-4%	1%	nt
Cc1cc(C)c(C)c(OCCCCN(C)Cc2ccccc2)c1	?	-13%	10%
Cc1ccc2c(c1)c1c(n2C)-c2[nH]ncc2CC1	?	0%	-4%
CCc1cccc2c(SC(C)C(=O)NCC3CCCO3)nc(-c3ccccc3)nc12 (stereo unspecified)	?	-8%	0%
CCOc1ccccc1NC(=O)c1cccc(NC(=O)c2ccco2)c1	1.5µM*	22%	-11%
CN1CCC(N(C)S(=O)(=O)c2ccc(NC(=O)COc3ccc(Cl)cc3)cc2)CC1	?	nt	-7%
Cc1ccc(-c2cn3c(n2)sc2cc(C(=O)NC4CCCCCC4)ccc23)c(C)c1	?	nt	4%

A draw from above in order of formula weight, falling.
SMILES	DT40 TDP1 CPT	N370S GC mod	FEN1 inh
CN1CCC(N(C)S(=O)(=O)c2ccc(NC(=O)COc3ccc(Cl)cc3)cc2)CC1	?	nt	-7%
Cc1ccc(-c2cn3c(n2)sc2cc(C(=O)NC4CCCCCC4)ccc23)c(C)c1	?	nt	4%
Cc1cc(C)c(C)c(OCCCCN(C)Cc2ccccc2)c1	?	-13%	10%

More results:
SMILES	DT40 TDP1 CPT	N370S GC mod	FEN1 inh
COc1ccc(CCNC(=O)c2nonc2N)cc1	-2%	4%	-8%
Cc1ccc(NC(=O)CSc2ccc(-c3ccco3)nn2)cc1	?	?	-3%
CCN(CC)CCNC(=O)c1ccc2nc(CCc3ccccc3)oc2c1	?	nt	-5%
COCCCn1c(SCC(=O)Nc2sc3c(c2C#N)CCCC3)nnc1-c1ccncc1	-20%	0%	-9%
COc1cc(C(=O)N2CCC(N3CCCCCC3)CC2)cc(OC)c1OC	-18%	nt	14%
COc1cccc(/C=N/NC(=O)c2cccc(N3CCCC3=O)c2)c1	-9%	-2%	1%
COc1ccccc1NC(=O)Nc1ccccc1SC	-24%	11%	-12%
O=C1C=C(c2cccc(Cl)c2)C[C@@H](c2ccc3c(c2)OCO3)C1	?	nt	6%
Cc1ccc(Nc2nc(N)c([N+](=O)[O-])c(NCc3ccco3)n2)cc1C	26µM*	-7%	-26%
Cc1ccccc1C(=O)NNC(=O)c1ccncc1	-4%	-2%	4%
CCCc1cc(=O)[nH]c(SCC(=O)Nc2ccccc2C#N)n1	-13%	3%	1%
NNC(=O)COc1ccc(C2SCCS2)cc1	0%	10%	0%
CCOC(=O)c1cc(S(=O)(=O)N2CCN(c3ccc(F)cc3)CC2)[nH]n1	16µM*	nt	0%
COc1ccc(C2=NN(C(=O)CSc3nc4ccccc4s3)C(c3ccc(F)cc3)C2)cc1 (stereo unspecified)	21µM*	17%	-2%
CCCC(C)C(=O)Nc1nc(C)c(-c2csc(Nc3ccccc3OC)n2)s1 (stereo unspecified)	16µM*	0%	12%
Cc1csc(NC(=O)C(C)Oc2ccc(Br)cc2)n1 (stereo unspecified)	-20%	-22%	-1%
CSCC[C@H](NC(=O)c1ccc2c(c1)OCO2)c1nnc2ccccn12	-1%	0%	17%
Cc1ccc(NS(=O)(=O)c2ccc(-c3coc(C)n3)cc2)c(C)c1	?	-6%	-17%
COc1ccc(Cc2nc3c4cnn(-c5ccccc5F)c4ncn3n2)cc1	?	nt	9%
CS(=O)(=O)c1cccc(C(=O)NCc2ccc(F)cc2)c1	-22%	1%	2%
COC(=O)Nc1ccc(S(=O)(=O)NNC(=O)c2c(O)c3ccccc3n(C)c2=O)cc1	?	26%	?
C=C(C)c1cccc(C(C)(C)NC(=O)Nc2nncs2)c1	-24%	-17%	8%
CC(C)c1ccc2occ(CC(=O)Nc3cccc(C(F)(F)F)c3)c2c1	?	nt	-7%
CC(C)(Oc1ccc(Cl)cc1)C(=O)NCc1ccncc1	0%	-2%	-1%
COc1ccc(OCC(=O)N2CCN(C(=O)c3cc(OC)c(OC)c(OC)c3)CC2)cc1	-5%	nt	-3%
CN1C(=O)c2ccccc2N(C)C1c1ccc(F)cc1 (stereo unspecified)	-4%	?	6%
O=C1Cc2cc(S(=O)(=O)N3CCN(c4ccccc4)CC3)ccc2N1	-11%&-2%	-7%	4%&-18%
Cc1cc(NC(=O)C(C)SCC(=O)OC(C)C(=O)Nc2ccc(F)cc2Cl)no1 (stereo unspecified)	-4%	0%	4%
O=C(CCC(=O)N1CCOc2ccccc21)N1CCOCC1	0%	-1%	-8%
CCOC(=O)C1CCN(C(=O)c2ccc(NC(=O)C3CCCO3)cc2)CC1 (stereo unspecified)	-3%	4%	-4%
CC1(C)CC(=O)C(C=NCCO)=C(O)C1	18µM*	4%	3%
CC(=O)Nc1ccc(C=NNc2ccc([N+](=O)[O-])cc2S(=O)(=O)Nc2ccccc2C(=O)O)cc1	5%	nt	?
CCOC(=O)NCc1ccc2[nH]c(C)cc2c1	7%	-1%	?
C/C(CC(=O)Nc1ccccc1C#N)=N\NC(=O)c1ccncc1	27%	-9%	12%
COc1ccc(CN(C2CCCC2)S(=O)(=O)c2ccc(-n3cnnn3)c(OC)c2)cc1OC	?	-4%	-6%
CC(OC(=O)CNC(=O)C1CCCCC1)C(=O)NCc1ccccc1 (stereo unspecified)	-6%	nt	10%
CC1(C)CC(=O)/C(=C\c2cccc([N+](=O)[O-])c2)C(C)(C)N1	?	4%	0%
O=C(Cn1c(=O)oc2cc(S(=O)(=O)NCc3ccccc3)ccc21)NCc1ccc(Cl)cc1	13µM*	nt	0%
Cn1cncc1C#Cc1ccc2cc(CCO)oc(=O)c2c1	3%	nt	16%
CCOc1ccc(N2CC(NC(=O)c3cc4ccccc4o3)CC2=O)cc1 (stereo unspecified)	-3%	nt	5%
COC(=O)C1=NNC(C(=O)OC)C1c1ccccc1 (stereo unspecified)	14%	nt	6%
CC(=O)C1=C(O)C(=O)N(c2ccc(Br)cc2)C1c1ccccc1[N+](=O)[O-] (stereo unspecified)	-3%	-1%	-15%
COc1ccc(C(c2nnnn2CC2CCCO2)N2CCC(C(N)=O)CC2)cc1 (stereo unspecified)	0%	0%	-2%
C/C(CC(=O)Nc1cc(Cl)ccc1Cl)=N\NC(=O)COc1cccc(C)c1	-14%	3%	-1%
Cc1ccc(C2=CC(c3ccccc3C)n3c(nc4ccccc43)N2)cc1 (stereo unspecified)	?	nt	-13%
CCOC(=O)c1[nH]c(C)c(CCC(=O)NCc2ccc(OC(C)C)cc2)c1C	?	nt	-9%
Cc1ccc(CNC(=O)C2CCCCN2S(=O)(=O)c2ccc(F)cc2)cc1 (stereo unspecified)	13µM*	nt	12%
CCC(C)N(C(=O)c1csnn1)C(C(=O)NCc1ccc(F)cc1)c1ccccc1 (stereo unspecified)	3%	1%	-3%
CCOc1ccc(NC(=O)CC2Nc3cccc4cccc(c34)NC2=O)cc1 (stereo unspecified)	?	nt	?
CS(=O)(=O)N1CCCC(C(=O)c2cccc(Cl)c2)C1 (stereo unspecified)	24%	-9%	1%
CN1CCN(c2ccc([N+](=O)[O-])cc2NC(=O)c2cccs2)CC1	?	0%	-1%
CCC(=O)NC(=S)Nc1ccc(NC(=O)c2cccc([N+](=O)[O-])c2C)cc1	?	-6%	-2%
OCC1(CCOc2ccccc2)CCN(Cc2ccncc2)CC1	-1%	1%	-5%
O=C(COc1ccccc1Br)NCCc1nc2ccccc2[nH]1	-28%	-2%	5%
Cn1ncc(Br)c1C(=O)NCc1cccs1	-21%	5%	-6%
O=C1CC(NNC(=O)c2cccc(F)c2)C(=O)N1 (stereo unspecified)	0%	4%	-3%
Cn1c(-c2ccc(C(F)(F)F)cc2)cc2onc(-c3ccccc3)c2c1=O	-15%	-11%	18%
CCOC(=O)C1CCN(S(=O)(=O)c2ccc3c(ccn3C)c2)CC1	-3%	4%	-14%
CS(=O)(=O)c1cnc(-c2ccccc2)nc1Oc1ccc(Cl)cc1	-3%	3%	-10%
Cc1ccc(CNc2ccc(O)cc2)cc1	?	?	?

Remaining list, next part.
SMILES	DT40 TDP1 CPT	N370S GC mod	FEN1 inh
CC1CCCCN1C(=O)COC(=O)Cc1c[nH]c2ccccc12 (stereo unspecified)	0%	nt	-1%
COc1ccc(NC(=O)C2(c3ccc(NC(=O)c4ccc(OC)cc4)cc3)CCCC2)cc1	-6%	3%	4%
O=C(CC1NCCc2ccccc21)Nc1ccccc1 (stereo unspecified)	3%	10%	2%
N#Cc1ccc(/C=C2\C=Cc3ccccc32)cc1	-25%	nt	12%
CCCCn1c(SCC(=O)Nc2nccs2)nc2ccccc2c1=O	2%	0%	-11%
O=C1CC(N2CCN(c3ccc(O)cc3)CC2)C(=O)N1c1ccc2c(c1)OCO2 (stereo unspecified)	0%	-8%	-4%
O=S(=O)(O)c1ccc(N=NNc2ccc(Br)cc2)cc1	11%	1%	6%
CCC1CCCCN1C(=O)c1ccc(OC2CCN(C(=O)CCOC)CC2)cc1 (stereo unspecified)	-17%	-6%	-21%

Structural class: those above with fluorine
SMILES	DT40 TDP1 CPT	N370S GC mod	FEN1 inh
O=C(c1ccc2c(c1)N(Cc1ccccc1F)C(=O)c1ccccc1S2(=O)=O)N1CCN(c2ccccn2)CC1	26µM*	nt	-10%
Cc1n[nH]c(C)c1CCNC(=O)C1CCC(=O)N(CCc2cccc(F)c2)C1 (stereo unspecified)	?	-17%	-1%
CCOC(=O)c1cc(S(=O)(=O)N2CCN(c3ccc(F)cc3)CC2)[nH]n1	16µM*	nt	0%
COc1ccc(C2=NN(C(=O)CSc3nc4ccccc4s3)C(c3ccc(F)cc3)C2)cc1 (stereo unspecified)	21µM*	17%	-2%
COc1ccc(Cc2nc3c4cnn(-c5ccccc5F)c4ncn3n2)cc1	?	nt	9%
CS(=O)(=O)c1cccc(C(=O)NCc2ccc(F)cc2)c1	-22%	1%	2%
CC(C)c1ccc2occ(CC(=O)Nc3cccc(C(F)(F)F)c3)c2c1	?	nt	-7%
CN1C(=O)c2ccccc2N(C)C1c1ccc(F)cc1 (stereo unspecified)	-4%	?	6%
Cc1cc(NC(=O)C(C)SCC(=O)OC(C)C(=O)Nc2ccc(F)cc2Cl)no1 (stereo unspecified)	-4%	0%	4%
Cc1ccc(CNC(=O)C2CCCCN2S(=O)(=O)c2ccc(F)cc2)cc1 (stereo unspecified)	13µM*	nt	12%
CCC(C)N(C(=O)c1csnn1)C(C(=O)NCc1ccc(F)cc1)c1ccccc1 (stereo unspecified)	3%	1%	-3%
O=C1CC(NNC(=O)c2cccc(F)c2)C(=O)N1 (stereo unspecified)	0%	4%	-3%
Cn1c(-c2ccc(C(F)(F)F)cc2)cc2onc(-c3ccccc3)c2c1=O	-15%	-11%	18%

High-throughput results as filed in PubChem BioAssay.

Some of the compounds tested; the hit share may differ from the screen's.
